Screens deposited in PubChem BioAssay by National Center for Advancing Translational Sciences (NCATS).
Giardia killer: Giardia lamblia killing | hit rate 0.15% among 340,000 | Giardia lamblia trophozoite viability | activity change, % at 7.66 µM, hits read low | AID 540267; in the data active means activity change below about -80%; inconclusive means between about -30% and that limit;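 further: parasites exposed to compound for two days anaerobically before the ATP read; on the % scale 0 is the no-effect control and ±100 the full control effect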
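Killing of trophozoites was scored by loss of ATP luminescence after a 48 hrs anaerobic exposure to compounds at 37 deg C, using 100 cells per well.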
FBPA coupling cs: counter-screen for Giardia aldolase inhibitors: coupling enzyme system | activity change, negative = inhibition, % at 58.2 µM, hits read low | hit rate 0.67% among 290,000 | coupling enzyme system counterscreen, AmpLite Red fluorescence; in the data active means activity change below about -30%; further: on the % scale 0 is the no-effect control and ±100 the full control effect
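First, compound is pin-transferred into glyceraldehyde-3-phosphate coupling-enzyme reagent at 57.5 uM final and held 10 min at RT. Next, substrate, coupling system and AmpLite Red are added. After 20 min RT, fluorescence (525/598 nm) is read.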
Menin-MLL TR inh: menin-MLL binding inhibition, Texas Red mutant peptide; Menin + Texas Red MLL mutant peptide, fluorescence polarization; Potency, µM (highest dose often 61.6 µM), for the others: top-dose FP activity change, negative = inhibition, actives largely listed as inhibitors; hit rate 0.23% among 270,000; active means well fitted inhibition curve with a large enough effect in the polarisation, with a control signal flat, not every such curve was filed as active; inconclusive means small, poorly fitted or top-dose-only effect, or effect the other way, or a change in a side signal; inactive means no such curve, though single readings can be large or run the other way; the % refers to the polarisation; further: potency means the concentration at half of the fitted maximal effect; % of control where 0% means no effect; many of its hits are not listed in these tables
TSG101-PTAP inh: blocks PTAP/TSG101 interaction to inhibit HIV-1 budding. Potency, µM (titrated, usually from 115 µM), for the others: at the top dose activity change, negative = inhibition, most hits filed as inhibitors. Fluorescence polarization, FITC-PTAP peptide / Tsg101 binding. 340,000 tested, under 10 active; active means well fitted inhibition curve with a large enough effect in the main read-out, with a control signal flat, not every such curve was filed as active; inconclusive means small, poorly fitted or top-dose-only effect, or effect the other way, or a change in a side signal; inactive means no such curve, though single readings can be large or run the other way; further: potency means the concentration at half of the fitted maximal effect; % of control where 0% means no effect
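Fluorescence polarization binding of Tsg101 binding domain (10 uM final) to FITC-labeled PTAP peptide (50 nM final) in HEPES pH 7.5 buffer with NaCl, Tween 20, EDTA, TCEP. Compounds added before peptide; binding 20 min at RT.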
Tb PFK block: T. brucei PFK enzyme inhibition; O15648; T. brucei PFK, ADP-Glo luminescence; Potency, µM (top dose mostly 57.5 µM), for inactives: at the top dose activity, negative = inhibition, actives largely listed as inhibitors; hit rate 0.17% among 330,000;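 further: potency means the concentration at half of the fitted maximal effect; 0% = uninhibited 1x PFK enzyme wells and -100% = no-enzyme wells; nearly all actives have a fitted effect of over 60% in size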
Target sequence (O15648 whole entry, looked up): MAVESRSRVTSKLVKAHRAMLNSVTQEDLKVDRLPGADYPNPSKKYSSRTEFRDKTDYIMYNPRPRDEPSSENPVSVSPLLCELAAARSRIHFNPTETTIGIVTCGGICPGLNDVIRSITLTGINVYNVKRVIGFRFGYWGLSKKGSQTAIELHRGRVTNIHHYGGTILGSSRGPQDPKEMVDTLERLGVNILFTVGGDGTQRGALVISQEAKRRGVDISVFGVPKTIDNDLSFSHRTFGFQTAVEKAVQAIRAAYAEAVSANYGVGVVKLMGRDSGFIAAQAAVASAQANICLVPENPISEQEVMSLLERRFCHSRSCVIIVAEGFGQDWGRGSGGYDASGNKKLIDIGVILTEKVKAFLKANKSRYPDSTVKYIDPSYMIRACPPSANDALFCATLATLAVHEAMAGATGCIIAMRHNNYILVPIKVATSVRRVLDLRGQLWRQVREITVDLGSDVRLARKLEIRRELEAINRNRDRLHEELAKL
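In TEA buffer at pH 8.0 with 5 mM MgCl2, enzyme (1.25 nM) converted F6P (0.5 mM) and ATP (0.1 mM) for 45 min at room temperature. ADP product was read by luciferase luminescence.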
PKM2 activator: activators of human pyruvate kinase M2; P14618; purified PKM2, Kinase-Glo ATP luminescence, activation; response scale: 0% is enzyme alone, no compound; Potency, µM (titrated, usually from 57.5 µM), for the others: at the highest dose activation, hits mostly activators; hit rate 0.34% among 260,000; further: potency means the concentration at half of the fitted maximal effect; on the % scale 0 is the no-effect control and ±100 the full control effect; nearly all actives have a fitted effect of over 55% in size
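hPK-M2, >95% pure; 0.1 mM ADP / 0.5 mM PEP final; imidazole pH7.2 buffer w/ 7 mM MgCl2, 50 mM KCl; 1 h RT; Kinase-Glo lum. Intermediate enzyme activity for dual inhibitor/activator qHTS.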
Chronic BCR inh: inhibitors of chronic active B-cell receptor signaling | ABC-DLBCL IkBa-CBG/CBR reporter, luminescence ratio, 4 h | Potency, µM (doses to about 46.1 µM), inactives show at the highest dose ratio change, negative = lower green/red ratio, most hits filed as inhibitors | hit rate 0.05% among 340,000 | AID 493014; active means well fitted inhibition curve with a large enough effect in the signal ratio, with a control signal flat, not every such curve was filed as active; inconclusive means small, poorly fitted or top-dose-only effect, or effect the other way, or a change in a side signal; the % refers to the signal ratio;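 further: potency means the concentration at half of the fitted maximal effect; plate controls were basal doxycycline-induced cells for no effect and cells given 10 µM MG132 for full effect; MG132 reads +100%, hits lower the ratio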
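Compounds up to 46 uM were incubated four hours with TMD8 cells whose green CBG68 luciferase is fused to IkappaBalpha; red CBR luminescence normalised the signal, and concentration-effect curves were fitted to fusion, red and ratio data.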
Integrin act MD: activates integrin-mediated alleviation for muscular dystrophy; alpha7betagal myoblasts, beta-gal FDG fluorescence, 48 h; Potency, µM (series often up to 38.3 µM), for the others: top-dose activation, most hits filed as activators; hit rate 0.064% among 350,000; AID 624291;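 further: potency means the concentration at half of the fitted maximal effect; 100% = response of the positive control SU9516; nearly all actives have a fitted effect of over 60% in size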
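alpha7betagal+/- myoblasts (passage 13, 250/well) treated 48 h at 37C with compounds at 1:260 dilution of DMSO stock. Lysed, then beta-galactosidase activity read as FDG fluorescence (ex 480/em 540) after 30 min, with pre-read for autofluorescence.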
GALK inh: galactokinase (human) inhibition; Potency, µM (titrated, usually from 57.5 µM), for inactives: top-dose activity change, negative = inhibition, usual class: inhibitors; P51570; hit rate 0.007% among 270,000; Purified GALK, Kinase-Glo residual ATP luminescence; AID 1868; further: potency means the concentration at half of the fitted maximal effect; on the % scale 0 is the no-effect control and ±100 the full control effect
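The enzyme phosphorylates galactose (100 uM) using ATP (35 uM); inhibition is detected as higher residual ATP, quantified by bioluminescence after 1 h reaction at room temperature, pH 8.0.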
S-ASM inh: inhibitors of human secretory acid sphingomyelinase; Potency, µM (top dose mostly 57.5 µM), for inactives: at the top dose activity change, negative = inhibition, hits mostly inhibitors; placental ASM, HMU-PC fluorogenic substrate, 60 min; P17405; AID 504937; hit rate 0.006% among 340,000; further: potency means the concentration at half of the fitted maximal effect
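HMU-PC0 cleavage (9 uM final) by human placental ASM, 60 min at 37 °C following 10 min compound exposure at RT; stopped at pH 10, fluorescence Ex 386/Em 447 nm.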
B2AR arrestin: agonists driving beta-arrestin recruitment to human beta2-adrenergic receptor | AID 492947 | beta-arrestin recruitment to beta2AR, cell-based reporter | hit rate 0.02% among 330,000 | Potency, µM (doses to about 46.1 µM), for inactives: top-dose activation, actives largely listed as activators | P07550;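 further: potency means the concentration at half of the fitted maximal effect; 0% = DMSO controls and full agonism = EC100 isoproterenol or metaproterenol; nearly all actives have a fitted effect of over 65% in size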
Target sequence (P07550 whole entry, looked up): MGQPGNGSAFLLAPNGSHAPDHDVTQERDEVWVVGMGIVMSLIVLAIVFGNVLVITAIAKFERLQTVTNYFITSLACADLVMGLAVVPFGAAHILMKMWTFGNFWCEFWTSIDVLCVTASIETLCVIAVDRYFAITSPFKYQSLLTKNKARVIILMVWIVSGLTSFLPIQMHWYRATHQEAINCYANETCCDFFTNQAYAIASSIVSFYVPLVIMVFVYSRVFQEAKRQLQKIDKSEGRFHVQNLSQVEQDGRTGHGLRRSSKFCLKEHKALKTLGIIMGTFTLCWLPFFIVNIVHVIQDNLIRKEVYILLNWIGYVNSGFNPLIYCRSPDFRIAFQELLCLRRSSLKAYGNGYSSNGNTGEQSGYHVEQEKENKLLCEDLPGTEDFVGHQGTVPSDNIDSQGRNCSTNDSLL
Numbers without * were called inactive; u = inconclusive; x = not tested or not shown; & = joins results of further samples; [ ] = another dose, or the depositor's remark. Unless noted, the call rests on the fitted dose curve; in most records, active means well fitted curve in the direction sought with a large enough effect; inconclusive means small, poorly fitted or top-dose-only effect, or another doubt; inactive means no such curve, though single readings can be large; an effect the other way counts as inactive or inconclusive.

SMILES	Giardia killer	FBPA coupling cs	Menin-MLL TR inh	TSG101-PTAP inh	Tb PFK block	PKM2 activator	Chronic BCR inh	Integrin act MD	GALK inh	S-ASM inh	B2AR arrestin
COc1ccccc1CNCCc1ccc(F)cc1	25	2	-24%	-1%	-19%	x	3%	-58%[inhibitor]	0%	-1%	0.2%
CN(Cc1ccccc1)C(=O)CN1CCCC1=O	10	0	-2%	-5%	0%	-9%	1%	u	-2%	-6%	-1.0%
C/C(CC(c1ccccc1)c1c(O)c2ccccc2oc1=O)=N\NC(N)=S (centres undefined)	-20	11	0%	0%	1%	-3%	u	6%	x	1%	6.2%
COc1ccc(OC)c(N2C(=O)CC(=O)NC2=O)c1	-3	0	0%	-1%	7%	-2%[0.46 µM]	-8%	14%	8%	-2%	0.2%
O=C(Nc1ccc(Br)cc1)N1C[C@H]2C[C@@H](C1)c1cccc(=O)n1C2	17	-2	-8%	-3%	-1%	-24%	1%	-11%	x	-1%	0.0%
CCN1CCN(Cc2nnnn2C(C)(C)C)CC1	2	4	29%	-5%	3%	0%	4%	0%	-1%	2%	-1.0%
Cc1cccnc1NC(=O)C1CCCN(S(=O)(=O)c2ccc3c(c2)oc(=O)n3C)C1 (centres undefined)	-29	2	1%	-4%	0%	0%	u	-9%	2%	-2%	-1.7%
Cn1c(O)c(Cc2cccc(Cl)c2Cl)c(=O)n(C)c1=O	14	7	9%	0%	-3%	x	3%	-17%	2%	-1%	-0.4%
O=C(Nc1ccccc1OC(=O)N1CCOCC1)N1CCOCC1	-21	1	-10%	-3%	-11%	-7%	2%	0%	0%	1%	-0.3%
CCCCn1c(=O)c(C(=O)Nc2ccccc2F)c(O)c2ccccc21	12	-2	u	-3%	1%	-8%	1%	5%	3%	1%	-0.8%
CC(C)COP(=O)(c1ccc(N(C)C)cc1)C(O)c1ccccn1 (centres undefined)	-26	2	-1%	-8%	-1%	8%	u	-24%	4%	42%	0.2%
O=C(Nc1cccc(F)c1)N1CCC(c2ccccc2)CC1	u	4	4%	-5%	0%	x	u	u	12%	-1%	-0.4%

Entries of single compounds, quoted from the list. Values in the order: Giardia killer | FBPA coupling cs | Menin-MLL TR inh | TSG101-PTAP inh | Tb PFK block | PKM2 activator | Chronic BCR inh | Integrin act MD | GALK inh | S-ASM inh | B2AR arrestin
C/C(CC(c1ccccc1)c1c(O)c2ccccc2oc1=O)=N\NC(N)=S (centres undefined) is entered as -20 | 11 | 0% | 0% | 1% | -3% | u | 6% | x | 1% | 6.2%
CC(C)COP(=O)(c1ccc(N(C)C)cc1)C(O)c1ccccn1 (centres undefined) is entered as -26 | 2 | -1% | -8% | -1% | 8% | u | -24% | 4% | 42% | 0.2%
CCCCn1c(=O)c(C(=O)Nc2ccccc2F)c(O)c2ccccc21 is entered as 12 | -2 | u | -3% | 1% | -8% | 1% | 5% | 3% | 1% | -0.8%
COc1ccccc1CNCCc1ccc(F)cc1 is entered as 25 | 2 | -24% | -1% | -19% | x | 3% | -58%[inhibitor] | 0% | -1% | 0.2%
O=C(Nc1cccc(F)c1)N1CCC(c2ccccc2)CC1 is entered as u | 4 | 4% | -5% | 0% | x | u | u | 12% | -1% | -0.4%

Carrying on.
SMILES	Giardia killer	FBPA coupling cs	Menin-MLL TR inh	TSG101-PTAP inh	Tb PFK block	PKM2 activator	Chronic BCR inh	Integrin act MD	GALK inh	S-ASM inh	B2AR arrestin
C[C@]12CCC3C(CC[C@H]4C[C@@H](O)CC[C@]34C)C1C/C(=N/O)[C@@H]2O (some centres undefined)	-7	x	x	-11%	-2%	x	-9%	4%	x	-4%	0.4%
COc1cc(/C=C/[N+](=O)[O-])ccc1O	3	-5	15%	-6%	23%	2%	21µM*	-37%	x	-9%	-0.2%
Cc1c(Cl)cccc1NC(=S)N1CC2CC(C1)c1cccc(=O)n1C2 (centres undefined)	-9	-3	9%	-2%	-2%	-16%	-15%	2%	0%	6%	0.3%
O=C(C1CC(=O)N(C2CCCC2)C1)N1CCC2(CC1)OCCO2 (centres undefined)	1	x	9%	-6%	2%	6%	-7%	21%	-2%	3%	-0.3%
COc1cc2ccc(=O)oc2c2ccoc12	14	1&-1	-13%&9%	-3%	-6%	-3%	1%	-3%	x	29%	-0.7%
CN1C(=O)C(=Cc2ccc(N3CCOCC3)o2)C(=O)N(C)C1=O	1	-11	0%	u	1%	9%	6%	15%	1%	-3%	2.3%
CC(=O)c1cn(CC(=O)NCCc2c[nH]c3ccccc23)c2ccccc12	2	-5	19%	0%	0%	5%	u	-21%	x	-1%	-0.1%
CCCCC(=O)N/N=C/c1c(O)n(-c2cccc3ccccc23)c(=O)[nH]c1=O	10	1	x	-3%	2%	1%	u	42%	-2%	-1%	0.1%
O=C(COC(=O)Cc1ccccc1)Nc1cc(S(=O)(=O)N2CCCCC2)ccc1Cl	-2	x	x	3%	1%	x	-1%	16%	x	0%	-0.4%
Cc1nc2cc(C(F)(F)F)ccc2n1C1CCN(Cc2nnnn2CCc2ccccc2)CC1	-3	4	-2%	-1%	-3%	-5%	u	-5%	0%	-5%	-0.5%
CC(Cc1ccccc1)NC(=O)c1ccc(N)cc1 (centres undefined)	-14	1	-10%	-1%	-3%	0%	0%	3%	-1%	-1%	-0.5%
COc1ccccc1Nc1nnc(SCC(=O)N2CCCC2)s1	13	3	12%	-3%	0%	-12%	u	12%	3%	2%	0.2%
COC(=O)C1=C(c2ccc(F)cc2OCc2ccccc2)C[C@@H]2CC[C@H]1N2C(=O)N1CCC(O)(c2ccc(Cl)cc2)CC1	9	x	x	-6%	-2%	x	-2%	-26%	x	2%	-1.0%
CC(C(=O)Nc1ccc(Br)cc1C(=O)c1ccccc1)N1CCCCC1 (centres undefined)	0	-1	u	-2%	-6%	0%	17%	9%	-2%	-1%	0.1%
CN1CC[C@@]2(C)c3cc(O)ccc3N(C)[C@@H]12	4&-1	-78*	-12%[24.8 µM]	0%&-7%	x	x	x	x	x	4%&22%	x
Oc1ccccc1-[n+]1c(-c2ccccc2)cc(-c2ccccc2)c(O)c1-c1ccccc1	35[activator]	x	x	0%	-3%	x	u	-12%	x	2%	3.7%
Cc1ccc(/C=C2/C(=O)NC(=O)N(CC3CCCO3)C2=O)s1 (centres undefined)	2	2	3%	0%	-29%	u	1%	0%	1%	0%	2.3%
O=C(N/N=C1/CN2CCC1CC2)c1cc2ccccc2cc1O	-19	-10	u	-7%	1%	3%	-8%	14%	1%	3%	-0.7%
C=C[C@@H]1C2=CCOC(=O)C2=CO[C@H]1O[C@@H]1O[C@H](CO)[C@@H](O)[C@H](O)[C@H]1O	-3	x	x	-2%	5%	x	8%	-2%	x	2%	-2.3%
O=C(Cc1ccccc1)Oc1ccc(N2C(=O)C3CCCCC3C2=O)cc1 (centres undefined)	-4	2	23%	-3%	0%	-14%	-10%	-5%	0%	0%	-0.4%
COC(=O)c1cc(COc2cc(C)cc3oc(=O)c4c(c23)CCC4)c(C)o1	x	3	-12%	x	-2%	-3%	-1%	x	3%	x	0.4%
Cc1ccccc1N1CCN(C2CCCN(C(=O)Cc3c(C)noc3C)C2)CC1 (centres undefined)	18	x	x	0%	0%	1%	u	1%	7%	0%	-1.6%
O=c1[nH]c(=O)n(CCC2=CCCCC2)c(O)c1/C=N/Nc1cccc2ccccc12	14	-16	x	-3%	2%	1%	2%	-46%[inhibitor]	-1%	31%	-0.3%
CCOC(=O)C1SC2(C(F)(F)C(F)F)CC1(O)c1c(c(OC)c3occc3c1OC)O2 (centres undefined)	9	-1	31%[activator]	-3%	0%	-1%	14%	21%	-2%	-13%	-0.3%
CCOC(=O)c1c(/N=C/C2C(=O)NC(=O)NC2=O)sc2c1CCC2	-17	1	-3%	u	-1%	5%	18%	1%	3%	0%	0.3%
Cn1c(O)c(/C=N/N2CCCCC2)c(=O)[nH]c1=O	-4	1	8%	1%	0%	0%	u	20%	0%	6%	-0.2%
O=C1NS(=O)c2cc([N+](=O)[O-])cc([N+](=O)[O-])c21 (centres undefined)	13	-5	-16%	-4%	2%	-2%	3%	u	3%	1%	-0.1%
Cc1cc(C)c(S(=O)(=O)NCC2CCC(C(=O)N3CCC4(CC3)OCCO4)CC2)c(C)c1 (centres undefined)	-2	1	u	-6%	4%	-5%	-7%	-2%	0%	-4%	0.3%

A portion of the library. The share of hits here may be higher or lower than overall.
